Anthrax LF prot: Bacillus anthracis LF protease inhibitors, primary screen, biochemical, multiplex microsphere, MLPCN library. inhibition, % at 10 µM. 360,000 tested, 0.12% active. multiplex microsphere protease cleavage assay; also: plate controls were buffer without enzyme for full effect and enzyme alone for no effect
Target sequence (P15917 whole entry, looked up): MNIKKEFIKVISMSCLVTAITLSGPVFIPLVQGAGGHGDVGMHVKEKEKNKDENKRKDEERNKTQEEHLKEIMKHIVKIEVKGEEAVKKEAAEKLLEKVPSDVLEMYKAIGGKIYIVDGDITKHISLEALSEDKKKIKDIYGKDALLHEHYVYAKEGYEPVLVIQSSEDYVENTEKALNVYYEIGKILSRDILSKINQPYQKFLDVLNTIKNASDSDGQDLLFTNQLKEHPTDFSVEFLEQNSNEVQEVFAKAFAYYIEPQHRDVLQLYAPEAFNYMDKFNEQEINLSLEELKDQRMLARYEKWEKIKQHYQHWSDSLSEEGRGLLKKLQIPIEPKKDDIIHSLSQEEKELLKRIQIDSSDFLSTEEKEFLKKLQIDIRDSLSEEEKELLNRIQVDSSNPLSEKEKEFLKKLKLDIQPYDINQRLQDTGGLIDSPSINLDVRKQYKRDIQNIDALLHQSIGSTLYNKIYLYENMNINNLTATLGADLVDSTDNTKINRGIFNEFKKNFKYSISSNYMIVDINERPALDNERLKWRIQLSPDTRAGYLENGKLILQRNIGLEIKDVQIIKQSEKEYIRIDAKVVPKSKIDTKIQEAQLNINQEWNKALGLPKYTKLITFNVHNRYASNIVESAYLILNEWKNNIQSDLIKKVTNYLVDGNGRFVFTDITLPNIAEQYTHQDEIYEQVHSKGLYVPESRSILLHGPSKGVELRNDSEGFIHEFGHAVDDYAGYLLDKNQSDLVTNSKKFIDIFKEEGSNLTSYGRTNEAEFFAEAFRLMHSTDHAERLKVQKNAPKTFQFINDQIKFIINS
TcdB inh: TcdB glycohydrolase inhibitors, primary screen, biochemical, single point, plate reader; Toxin B (Clostridioides difficile), P18177; TcdB glycohydrolase enzymatic assay; inhibition, % at 9.99 µM; 350,000 tested, 0.24% active; in the data active = inhibition above about 10%
BoNT-A LC inh2: BoNT/A light chain protease inhibitors, primary screen, biochemical, flow cytometry, MLPCN library. multiplex microsphere protease substrate cleavage. AID 588499, 2011. 360,000 tested, 0.17% active. inhibition, % at 10 µM. Botulinum neurotoxin type A light chain protease (Clostridium botulinum A str. ATCC 3502); also: plate controls were buffer without enzyme for full effect and enzyme alone for no effect
Yp Topo-I inh: Yersinia pestis topoisomerase I inhibitors, primary screen, biochemical, cleavage product accumulation, plate reader, single point; Y. pestis Topo-I cleavage product accumulation; 360,000 tested, 0.064% active; activity, % at 10 µM; AID 504884, 2011; in the data active = activity above about 50%, passing the limit was not always enough; also: inactives centre near 2
Vc quorum ag: inducers of Vibrio cholerae quorum light production without autoinducers, primary screen, BH1578 luxS cqsA deficient, single point; V. cholerae BH1578 lux reporter, luminescence, 6 h; activation, % at 18.7 µM; 350,000 tested, 0.16% active; AID 588436, 2011; in the data active = activation mostly above about 9.7%, no sharp cut-off; also: not every result past the cut was called active; inactives centre near 0; reference of the scale not given here
PfHsp40 yeast: rescue of yeast from PfHsp40 toxicity, primary screen, S. cerevisiae, ATP luminescence | 340,000 tested, 0.68% active | S. cerevisiae expressing PfHsp40, growth rescue | growth rescue, % at 12.5 µM; in the data active = growth rescue above about 28%, passing the limit was not always enough;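 also: yeast W303a lacking pdr1 and pdr3 grown in galactose medium; growth measured after three days at 30 °C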
SSB-PriA inh: inhibitors of Klebsiella pneumoniae PriA binding to SSB C-terminal tail, primary screen, biochemical, AlphaScreen | PriA–SSB C-terminal tail interaction (Klebsiella pneumoniae) | AlphaScreen SSBct-PriA binding, biotinylated peptide | inhibition, % at 33 µM | 430,000 tested, 0.6% active; in the data active = inhibition mostly above about 37%, no sharp cut-off; inactive = mostly below about 20%;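 also: plate controls were negative control peptide for no effect and reference peptide for full effect; strong numbers were not always called active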
PrPC surface inh: inhibitors of human cell surface prion protein PrPC, primary screen, cell-based, TR-FRET; Major prion protein (Homo sapiens), P04156; TR-FRET read-out; inhibition, % at 13.8 µM; 370,000 tested, 0.43% active; AID 720596, 2013; in the data active = inhibition above about 24%; also: 0% = median of the test wells and 100% = reference compound wells
SARS 3CLpro inh: SARS-CoV 3CLpro protease inhibitors, primary screen, biochemical, quenched FRET | 290,000 tested, 0.14% active | AID 1706, 2009 | inhibition, % at 6 µM | recombinant SARS-CoV 3CLpro, quenched FRET peptide cleavage | Replicase polyprotein 1ab (Severe acute respiratory syndrome coronavirus), P0C6X7; in the data active = inhibition above about 12%
* hit, by the source's call; & = joins results of further samples. Rule as the data show it, unless noted: active = inhibition above about 30%; inconclusive = no clear call, values can overlap the other calls; inactive = below that. These rows are one share of the data; rates above refer to the full screens.

For CC(=O)OCC1=C(C(=O)O)N2C(=O)C(NC(=O)c3ccc(COc4cccc(Cl)c4Cl)o3)C2SC1 (stereo not given) the results were Anthrax LF prot 0, TcdB inh 2.3, BoNT-A LC inh2 -0.4, Yp Topo-I inh 8, Vc quorum ag -0.9, PfHsp40 yeast 1.7, SSB-PriA inh -7, PrPC surface inh 9 and SARS 3CLpro inh 7.
For Cc1ccc(/C=C/C2=NN(C)C(=O)CC2)cc1 the results were Anthrax LF prot -7, TcdB inh 1.3, BoNT-A LC inh2 0.1, Yp Topo-I inh 2, Vc quorum ag inactive, PfHsp40 yeast -1.1, SSB-PriA inh -8, PrPC surface inh 2 and SARS 3CLpro inh -2.
Screening C/C=C/C(=O)Nc1nnc(C(C)C)s1 returned Anthrax LF prot 0, BoNT-A LC inh2 -0.1, Yp Topo-I inh -1, Vc quorum ag -0.7, PfHsp40 yeast -0.3, SSB-PriA inh -20, PrPC surface inh 7 and SARS 3CLpro inh 0.
CC1CC(C)CN(S(=O)(=O)N2CCC(C(=O)NCCC3=CCCCC3)CC2)C1 (stereo not given) was read as Anthrax LF prot 1, TcdB inh 0.6, BoNT-A LC inh2 0.6, Yp Topo-I inh -5, Vc quorum ag -0.1, PfHsp40 yeast 0.7, SSB-PriA inh -5, PrPC surface inh 6 and SARS 3CLpro inh 3.
CCCCN(C)C(=O)C1CCN(Cc2cccnc2)CC1 was read as Anthrax LF prot 17, TcdB inh -0.1, BoNT-A LC inh2 -1.0, Yp Topo-I inh 6, Vc quorum ag 1.2, PfHsp40 yeast -0.5, SSB-PriA inh -5, PrPC surface inh 3 and SARS 3CLpro inh 0.
`Cc1ccc(S(=O)(=O)Nc2nc3n(n2)C(c2ccc(Cl)cc2)CC(=O)N3)cc1` (stereo not given) gave Yp Topo-I inh 2, Vc quorum ag 8.3, PfHsp40 yeast -0.1, SSB-PriA inh -2, PrPC surface inh 0 and SARS 3CLpro inh 3.
O=C(C1=C[C@@H](c2ccc(C(F)(F)F)cc2)C[C@@H](OCCCCO)O1)N1CCN(Cc2ccc3c(c2)OCO3)CC1 was read as Anthrax LF prot -9, TcdB inh 0.4, BoNT-A LC inh2 -0.2, Yp Topo-I inh 17, Vc quorum ag inactive, PfHsp40 yeast -1.3, SSB-PriA inh 2 and SARS 3CLpro inh -2.
CCOC(=O)N1CCN(Cc2nc3cc([N+](=O)[O-])ccc3n2CC)CC1 was read as Anthrax LF prot -5, TcdB inh 0.5, BoNT-A LC inh2 -0.8, Yp Topo-I inh 4, Vc quorum ag inactive, PfHsp40 yeast -0.8, SSB-PriA inh -14, PrPC surface inh -13 and SARS 3CLpro inh -5.
For CS(=O)(=O)N1CCN(c2ccc(NC(=O)CSc3nnc(-c4ccco4)o3)cc2)CC1 the results were Anthrax LF prot -3, TcdB inh -5.3, BoNT-A LC inh2 -0.9, Yp Topo-I inh 10, Vc quorum ag -0.8, PfHsp40 yeast 0.0, SSB-PriA inh -24, PrPC surface inh 11 and SARS 3CLpro inh 1.
Screening COc1cc2c(cc1OC)CN(C(=O)/C=C/c1ccccc1[N+](=O)[O-])CC2 returned Anthrax LF prot 4, TcdB inh -0.3, BoNT-A LC inh2 -1.2, Yp Topo-I inh 10, Vc quorum ag -2.2, PfHsp40 yeast 5.0, SSB-PriA inh 3, PrPC surface inh -8 and SARS 3CLpro inh 4.
`O=C(OCC(=O)N(C1CCCCC1)C1CCCCC1)c1cnccn1` gave Anthrax LF prot -3, BoNT-A LC inh2 0.8, Yp Topo-I inh 7, Vc quorum ag -0.4, PfHsp40 yeast 0.0, SSB-PriA inh -6, PrPC surface inh 5 and SARS 3CLpro inh 3.
`Cc1cc(C)c(OCC(=O)OCC(=O)N(C)C2CCS(=O)(=O)C2)c(C)c1` (stereo not given) gave Anthrax LF prot 10, TcdB inh 1.9, BoNT-A LC inh2 -2.0, Yp Topo-I inh -10, Vc quorum ag -0.7, PfHsp40 yeast 1.0, SSB-PriA inh -13 and PrPC surface inh 0.
COc1ccc(/C(C)=N/OCC(=O)N2CC3(C)CC2CC(C)(C)C3)cc1 (stereo not given) was read as Anthrax LF prot 3, TcdB inh 2.2, BoNT-A LC inh2 0.6, Yp Topo-I inh 19, Vc quorum ag -0.4, PfHsp40 yeast 2.2, PrPC surface inh 6 and SARS 3CLpro inh -3.
`Cc1cc(F)ccc1S(=O)(=O)N1CCCOC1CNC(=O)C(=O)NC1CCCC1` (stereo not given) gave Anthrax LF prot 2, TcdB inh -1.6, BoNT-A LC inh2 -1.7, Yp Topo-I inh 1, Vc quorum ag -0.2, PfHsp40 yeast 0.1, SSB-PriA inh -13, PrPC surface inh 1 and SARS 3CLpro inh 3.
Screening CCCN1CCN(C(=O)Nc2ccc(OCC)cc2)CC1 returned Anthrax LF prot -3, TcdB inh 1.0, BoNT-A LC inh2 0.3, Yp Topo-I inh 0, Vc quorum ag -0.2, PfHsp40 yeast -0.9, SSB-PriA inh 0, PrPC surface inh 4 and SARS 3CLpro inh -5.
Screening COc1ccc(OCCCC(=O)Nc2cccc(C(C)=O)c2)cc1 returned Anthrax LF prot -2, BoNT-A LC inh2 0.1, Yp Topo-I inh 0, Vc quorum ag inactive, PfHsp40 yeast 0.2, SSB-PriA inh -11, PrPC surface inh -1 and SARS 3CLpro inh 2.
Cc1ccc(S(=O)(=O)N2CCOCC2)cc1C(=O)Nc1cc(Cl)ccc1N1CCOCC1 was read as Anthrax LF prot -2, TcdB inh 1.5, BoNT-A LC inh2 3.0, Yp Topo-I inh 9, Vc quorum ag 3.7, PfHsp40 yeast -0.3, SSB-PriA inh -4 and PrPC surface inh -1.
Screening CCCn1c(N)c(C(=O)COC(=O)CNC(=O)c2ccc(C)c(C)c2)c(=O)n(C)c1=O returned Anthrax LF prot 2, TcdB inh 0.2, BoNT-A LC inh2 -2.0, Yp Topo-I inh 3, Vc quorum ag -0.6, PfHsp40 yeast 1.3, SSB-PriA inh -5 and PrPC surface inh 0.
`CCOC(=O)c1c(NC(=O)CSc2nc3ccccc3o2)sc(C(C)=O)c1C` gave Anthrax LF prot -1, BoNT-A LC inh2 1.2, Yp Topo-I inh 11, Vc quorum ag -0.3, PfHsp40 yeast 0.0, SSB-PriA inh 4, PrPC surface inh 5 and SARS 3CLpro inh 3.
For COC(=O)c1ccc(N)nc1 the results were Anthrax LF prot 9, TcdB inh 1.2, BoNT-A LC inh2 0.3, Yp Topo-I inh 6, Vc quorum ag 1.6, PfHsp40 yeast -1.0, SSB-PriA inh -18, PrPC surface inh 4 and SARS 3CLpro inh -5.
For Cc1c(C#N)c(SCC(N)=O)nc2c1CCCC2 the results were Anthrax LF prot -3, BoNT-A LC inh2 -0.1, Yp Topo-I inh 4, Vc quorum ag -3.2, PfHsp40 yeast -1.1, SSB-PriA inh -15, PrPC surface inh -1 and SARS 3CLpro inh 4.
For CCNC(=O)NC(=O)CSc1nc2ccccc2n1CC(C)C the results were Anthrax LF prot 2, BoNT-A LC inh2 0.3, Yp Topo-I inh 18, Vc quorum ag inactive, PfHsp40 yeast -0.6, SSB-PriA inh 1, PrPC surface inh -2 and SARS 3CLpro inh 3.
`COCCNC(=O)c1cc(OC)c(OC)cc1[N+](=O)[O-]` gave Anthrax LF prot -2, TcdB inh 0.1, BoNT-A LC inh2 0.3, Yp Topo-I inh 6, Vc quorum ag -0.2, PfHsp40 yeast -0.1, SSB-PriA inh 1, PrPC surface inh -9 and SARS 3CLpro inh 3.
For COC(=O)C1=C(C)NC(=O)C1(NS(=O)(=O)c1ccc(C)cc1)C(F)(F)F (stereo not given) the results were Anthrax LF prot 4, TcdB inh 4.3, BoNT-A LC inh2 0.2, Yp Topo-I inh -7, Vc quorum ag -4.2, PfHsp40 yeast -1.5, SSB-PriA inh -13, PrPC surface inh -7 and SARS 3CLpro inh 1.
For CC(Oc1ccccc1)C(=O)Nc1nc2c(s1)C(=O)CC(C)(C)C2 (stereo not given) the results were Anthrax LF prot 0, BoNT-A LC inh2 0.4, Yp Topo-I inh 3, Vc quorum ag inactive, PfHsp40 yeast 0.0, SSB-PriA inh -21, PrPC surface inh 3 and SARS 3CLpro inh 7.
CCc1nnc(NC(=O)CCC(=O)N2CCN(c3cc(C)ccc3C)CC2)s1 was read as Anthrax LF prot 4, TcdB inh -0.1, BoNT-A LC inh2 -0.7, Yp Topo-I inh 4, Vc quorum ag -0.2, PfHsp40 yeast -0.5, SSB-PriA inh -1, PrPC surface inh 7 and SARS 3CLpro inh 8.
`COc1cccc(/C=N/NC(=O)c2c(-c3ccccc3)noc2C)c1` gave Anthrax LF prot 0, BoNT-A LC inh2 2.9, Yp Topo-I inh -3, Vc quorum ag 0.0, PfHsp40 yeast 1.1, PrPC surface inh 18 and SARS 3CLpro inh 3.
Screening COc1cc(OC)cc(-c2nc3nc(C)c(CCC(=O)O)c(C)n3n2)c1 returned Anthrax LF prot 10, BoNT-A LC inh2 0.2, Yp Topo-I inh 7, Vc quorum ag -0.6, PfHsp40 yeast 0.6, SSB-PriA inh -7, PrPC surface inh -2 and SARS 3CLpro inh -4.
Screening Cc1ccc(C)c(NCCC#N)c1 returned Anthrax LF prot -3, BoNT-A LC inh2 0.1, Yp Topo-I inh -4, Vc quorum ag -0.4, PfHsp40 yeast -1.8, SSB-PriA inh -1, PrPC surface inh 6 and SARS 3CLpro inh 3.
For CC1(C)CC(=O)c2cnc(N3CCc4ccccc4C3)nc2C1 the results were Anthrax LF prot 1, TcdB inh -0.1, BoNT-A LC inh2 -0.3, Yp Topo-I inh 1, Vc quorum ag -0.4, PfHsp40 yeast -0.3, SSB-PriA inh -1, PrPC surface inh 1 and SARS 3CLpro inh 5.
C=CCn1c(CSc2ccc(C)cc2)n[nH]c1=S was read as Anthrax LF prot -2, TcdB inh -0.9, BoNT-A LC inh2 1.3, Yp Topo-I inh -2, Vc quorum ag -0.2, PfHsp40 yeast 1.2, SSB-PriA inh 4&15, PrPC surface inh 0 and SARS 3CLpro inh 0.
Screening C=Cc1ccc(C2=CC(=O)C[C@H](c3ccc(OC)cc3)C2)cc1 returned Anthrax LF prot -12, TcdB inh -0.1, BoNT-A LC inh2 1.1, Yp Topo-I inh 2, Vc quorum ag -0.6, PfHsp40 yeast 6.5, SSB-PriA inh -4 and PrPC surface inh -3.
Screening COc1cc2c(c(OC)c1OC)C(=O)CO2 returned Anthrax LF prot 0, TcdB inh 1.3, BoNT-A LC inh2 -0.7, Yp Topo-I inh -13, Vc quorum ag -3.3, PfHsp40 yeast -0.6, SSB-PriA inh -8 and PrPC surface inh -1.
`CCOC(=O)Cn1c2c(c(=N)c3ccccc31)CCC2` gave Anthrax LF prot -1, BoNT-A LC inh2 0.2, Yp Topo-I inh 2, Vc quorum ag 0.6, PfHsp40 yeast -0.5, SSB-PriA inh -2, PrPC surface inh -3 and SARS 3CLpro inh -7.

By substructure, the compounds so far containing a CF3 group (2)
O=C(C1=C[C@@H](c2ccc(C(F)(F)F)cc2)C[C@@H](OCCCCO)O1)N1CCN(Cc2ccc3c(c2)OCO3)CC1 was read as Anthrax LF prot -9, TcdB inh 0.4, BoNT-A LC inh2 -0.2, Yp Topo-I inh 17, Vc quorum ag inactive, PfHsp40 yeast -1.3, SSB-PriA inh 2 and SARS 3CLpro inh -2.
For COC(=O)C1=C(C)NC(=O)C1(NS(=O)(=O)c1ccc(C)cc1)C(F)(F)F (stereo not given) the results were Anthrax LF prot 4, TcdB inh 4.3, BoNT-A LC inh2 0.2, Yp Topo-I inh -7, Vc quorum ag -4.2, PfHsp40 yeast -1.5, SSB-PriA inh -13, PrPC surface inh -7 and SARS 3CLpro inh 1.

Assay outcomes deposited in PubChem BioAssay by several laboratories.
